# Rpn11 block: blocks the human proteasome subunit Rpn11; O00487; human 26S proteasome, Ub4-pepOG fluorescence polarization; 20S core pre-blocked with epoxomicin; calls only at 20 µM; actives 0.59% (n = 360,000); AID 588493;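 active = inhibition at 20 µM, scaled to each plate's controls, above about 33%, limit read from the data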
# Scp-1 inhibitor: Scp-1 (human) phosphatase inhibition. Recombinant Scp1, phosphopeptide, malachite green phosphate absorbance. inhibition, % at 20 µM. actives 0.88% (n = 340,000);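 active = inhibition above about 50% at 20 µM, limit read from the data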;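 note: plate controls were DMSO wells with enzyme for no effect and wells lacking enzyme for full effect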
#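 Material – SCP-1 phosphatase catalytic domain, residues 76-261 · Buffer or medium – Acidic Tris acetate buffer with magnesium and detergent · Also added – Phospho 17-mer peptide substrate · Compound – single 20 µM dose, 1% DMSO · Times – 45 min room-temperature reaction, 5 min colour, 30 min stabiliser · Technique – Phosphate-binding colour reagent, absorbance read at 630 nm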
# STEP block: inhibitors of human striatal-enriched phosphatase STEP. actives 0.25% (n = 360,000). recombinant STEP, OMFP fluorogenic substrate, fluorescence. inhibition, % at 20 µM;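 active = inhibition at 20 µM, scaled per plate between control wells, above about 37%, limit read from the data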;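 note: 0% = DMSO with enzyme and substrate and 100% = substrate only without enzyme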
#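 Assay system: isolated STEP enzyme / Timing: 20 min at room temperature, dark / Doses: 20 µM, 1% DMSO / Technique: fluorescence intensity, excitation 480 nm, emission 540 nm / Reagent: fluorogenic phosphatase substrate OMFP at 25 µM final / Measure: percent inhibition scaled to no-enzyme and uninhibited-enzyme controls, plate-pattern corrected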
# NRP1-CendR mod: modulators of CendR peptide binding to human neuropilin-1; O14786; FAM-RPARPAR peptide binding to NRP-1, fluorescence polarization; inhibition, % at 25 µM; actives 0.85% (n = 360,000); AID 602438;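 active = inhibition or corrected inhibition above about 18%, plus a signal ratio from 0.5 to 1.5, limit read from the data, passing the limit was not always enough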; note: strong numbers were not always called active
# Target sequence (O14786 whole entry, looked up): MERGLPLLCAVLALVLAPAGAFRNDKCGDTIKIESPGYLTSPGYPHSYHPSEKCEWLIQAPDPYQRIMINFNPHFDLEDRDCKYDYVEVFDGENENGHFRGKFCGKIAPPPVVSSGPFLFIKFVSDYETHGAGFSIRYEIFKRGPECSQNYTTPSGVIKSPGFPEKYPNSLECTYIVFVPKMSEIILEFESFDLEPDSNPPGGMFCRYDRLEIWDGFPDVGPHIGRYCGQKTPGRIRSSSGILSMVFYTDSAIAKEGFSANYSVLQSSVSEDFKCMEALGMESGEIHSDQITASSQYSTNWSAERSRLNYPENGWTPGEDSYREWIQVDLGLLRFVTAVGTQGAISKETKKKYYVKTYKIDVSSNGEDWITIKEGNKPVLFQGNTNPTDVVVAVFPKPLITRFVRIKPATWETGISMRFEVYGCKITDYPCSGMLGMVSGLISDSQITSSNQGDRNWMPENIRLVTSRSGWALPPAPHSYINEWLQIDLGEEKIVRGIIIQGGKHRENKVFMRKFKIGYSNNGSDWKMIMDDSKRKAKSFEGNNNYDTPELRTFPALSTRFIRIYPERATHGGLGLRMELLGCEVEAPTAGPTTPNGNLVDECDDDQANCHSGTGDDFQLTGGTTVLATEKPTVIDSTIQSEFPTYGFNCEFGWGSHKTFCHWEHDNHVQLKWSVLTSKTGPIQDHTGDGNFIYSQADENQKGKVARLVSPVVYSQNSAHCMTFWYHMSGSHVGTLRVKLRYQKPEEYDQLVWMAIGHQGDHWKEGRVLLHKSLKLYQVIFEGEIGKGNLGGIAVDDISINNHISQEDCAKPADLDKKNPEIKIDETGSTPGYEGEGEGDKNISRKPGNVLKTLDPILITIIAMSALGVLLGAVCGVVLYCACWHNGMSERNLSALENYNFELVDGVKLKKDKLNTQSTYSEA
# SUMO1 PPI mod: SUMO1-SIM interaction modulation; actives 0.33% (n = 360,000); SUMO1 binding to a labelled peptide, TR-FRET, 1 h; P63165; inhibition, % at 20 µM; AID 602429; in the data active = inhibition above about 37%
# LMPTP inh: LMPTP (human) inhibition. inhibition, % at 20 µM. recombinant LMPTP-A, OMFP fluorogenic substrate, fluorescence intensity. P24666. actives 0.22% (n = 360,000);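 active = compounds that cut the enzyme signal by at least half of the control window in the single-dose screen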;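 note: plate controls were DMSO wells with enzyme plus substrate for no effect and substrate without enzyme for full effect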
# Target sequence (P24666 whole entry, looked up): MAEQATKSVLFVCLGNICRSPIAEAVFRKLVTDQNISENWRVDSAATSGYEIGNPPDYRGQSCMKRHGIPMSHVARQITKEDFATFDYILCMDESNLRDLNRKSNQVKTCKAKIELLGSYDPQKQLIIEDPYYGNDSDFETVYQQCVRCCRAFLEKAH
#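 Buffer or medium: Bis-Tris pH 6.0, DTT, detergent; Assay system: LMPTP-A enzyme; Quantity: 0.625 nM enzyme; Detection: endpoint fluorescence intensity; Times: 50 min dark incubation at room temperature; Controls: substrate-only low control, DMSO enzyme-plus-substrate high control; Doses: single 20 µM dose; Read-out: percent inhibition versus substrate-only and uninhibited controls; Reagent: 400 µM OMFP.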
# MT1-MMP act inh: inhibitors of human MT1-MMP activation | P50281 | HT1080 RFP-PRO-GFP cells, GFP/RFP ratio fluorescence, overnight; percent of plate control window, DMSO zero | GFP/RFP ratio change, % at 20 µM | actives 0.061% (n = 360,000) | AID 651647;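 active = GFP/RFP ratio change of at least 30% with cell ATP level not reduced by more than half and red fluorescence within 50% of control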; note: strong numbers were not always called active
#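 system = RFP-PRO-GFP reporter HT1080 cells | dosing = 20 µM single dose, 1% DMSO | timing = overnight cell settling, then overnight compound exposure, 37 °C, 5% CO2 | read-out basis = GFP/RFP fluorescence ratio | controls = DMSO and RFP-L50D-GFP cell wells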
# NadD inh: blocks S. aureus nicotinate mononucleotide adenylyltransferase; purified NadD enzyme, colorimetric absorbance read-out; inhibition, % at 20 µM; actives 0.78% (n = 360,000); AID 602399; in the data active = inhibition above about 26%; note: some compounds past the cut are filed as inactive
# SKN-1 block: blocks SKN-1 activity in C. elegans; C. elegans VP596 Pgst-4::GFP/RFP ratio, acrylamide-induced, 24 h; inhibition, % at 21.8 µM; actives 0.49% (n = 360,000);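 active = interference check ratio from 0.5 to 1.5 plus GFP to RFP signal ratio inhibition reaching or exceeding a fixed threshold, cut at about 30% in these data, passing the limit was not always enough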; note: some compounds called inactive have numbers as strong as hits
# DNMT1 block: DNMT1 (human) enzyme inhibition; P26358; DNMT1 molecular beacon, Hinp1I cleavage, fluorescence; inhibition (reported as % activation of signal), % at 10 µM; actives 0.83% (n = 360,000); in the data active = inhibition above about 50%
# An asterisk follows results filed as active; i = inactive; . = no result given.
smiles | Rpn11 block | Scp-1 inhibitor | STEP block | NRP1-CendR mod | SUMO1 PPI mod | LMPTP inh | MT1-MMP act inh | NadD inh | SKN-1 block | DNMT1 block
CCSc1ccccc1C(=O)N1CCN(c2ccccc2F)CC1 | i | -8 | -2 | 6 | -2 | -0.6 | -3 | -6 | 1 | -2
COc1ccc(CN2CCC(N3CC(C)OC(C)C3)CC2)c(OC)c1 (stereo not drawn) | i | 3 | 1 | 0 | -4 | -2.6 | 3 | -2 | 0 | -2
CCN(CC)S(=O)(=O)c1ccc(NC2c3ccccc3C(=O)N2c2ccc(C)cn2)cc1 (stereo not drawn) | i | -8 | -1 | 4 | 3 | 2.9 | -4 | -2 | -3 | -6
C=CCNC(=O)CC(=O)N/N=C/c1cccc(Br)c1 | i | 4 | -3 | 4 | -4 | -2.1 | 5 | 2 | -12 | 7
O=C1c2ccccc2C(=O)C1c1ccc(Br)cc1 | i | 3 | 0 | -3 | -21 | -2.2 | -5 | -4 | 0 | -6
C[C@H](CO)N1C[C@H](C)[C@@H](CN(C)S(=O)(=O)c2ccccc2)Oc2c(NS(=O)(=O)c3ccccc3)cccc2C1=O | i | 1 | 3 | -2 | 6 | -1.0 | -1 | 3 | 8 | 0
CN(/N=C/c1c[nH]c2ccccc12)c1cnn(-c2ccc(F)c(Cl)c2)c(=O)c1Cl | . | 3 | -3 | -136 | -1 | 1.2 | -2 | 18 | 26 | 111*
COC(=O)[C@H]1[C@H]2C[C@H]3c4[nH]c5ccccc5c4CCN3C[C@H]2CC[C@@H]1O | i | -14 | -2 | -10 | -2 | -1.4 | -4 | 1 | -8 | -3
COC(=O)COc1ccc(/C=C2/NC(=O)N(CC(=O)OC)C2=O)cc1 | i | -1 | 5 | -8 | -30 | -1.1 | -1 | 2 | -9 | 0
Nc1nc(N2CCCCC2)c2ncn(C3OC(CO)C(O)C3O)c2n1 (stereo not drawn) | i | . | -1 | -4 | 4 | -0.6 | -1 | 0 | 3 | 0
O=C(Nc1ccc2c(c1)OCCO2)c1ccccc1F | i | -12 | -2 | 6 | -2 | -0.7 | -3 | -1 | -7 | 2
O=C1CSC(=O)N1CCOCCN1C(=O)CSC1=O | i | 2 | -4 | 5 | 3 | -1.2 | -2 | -2 | -2 | 0

# Single records (already shown). Order of values: Rpn11 block, Scp-1 inhibitor, STEP block, NRP1-CendR mod, SUMO1 PPI mod, LMPTP inh, MT1-MMP act inh, NadD inh, SKN-1 block, DNMT1 block
# Results for COC(=O)COc1ccc(/C=C2/NC(=O)N(CC(=O)OC)C2=O)cc1 = i, -1, 5, -8, -30, -1.1, -1, 2, -9, 0
# Results for O=C1CSC(=O)N1CCOCCN1C(=O)CSC1=O = i, 2, -4, 5, 3, -1.2, -2, -2, -2, 0
# Results for O=C1c2ccccc2C(=O)C1c1ccc(Br)cc1 = i, 3, 0, -3, -21, -2.2, -5, -4, 0, -6
# Results for CN(/N=C/c1c[nH]c2ccccc12)c1cnn(-c2ccc(F)c(Cl)c2)c(=O)c1Cl = ., 3, -3, -136, -1, 1.2, -2, 18, 26, 111*
# Results for C=CCNC(=O)CC(=O)N/N=C/c1cccc(Br)c1 = i, 4, -3, 4, -4, -2.1, 5, 2, -12, 7

# A different layout for some results above:
Rpn11 block	Scp-1 inhibitor	STEP block	NRP1-CendR mod	SUMO1 PPI mod	LMPTP inh	MT1-MMP act inh	NadD inh	SKN-1 block	DNMT1 block	SMILES
i	-8	-2	6	-2	-0.6	-3	-6	1	-2	CCSc1ccccc1C(=O)N1CCN(c2ccccc2F)CC1
i	-14	-2	-10	-2	-1.4	-4	1	-8	-3	COC(=O)[C@H]1[C@H]2C[C@H]3c4[nH]c5ccccc5c4CCN3C[C@H]2CC[C@@H]1O

# Later entries
smiles | Rpn11 block | Scp-1 inhibitor | STEP block | NRP1-CendR mod | SUMO1 PPI mod | LMPTP inh | MT1-MMP act inh | NadD inh | SKN-1 block | DNMT1 block
CC(=O)Nc1ccc(NC(=O)CCn2c(=O)oc3ccccc32)cc1 | i | -2 | 0 | 2 | 0 | -0.3 | 1 | -3 | 5 | 0
CCc1cccc(NC(=O)Cn2cc3c(n2)CCCC3)c1 | i | -4 | 1 | 2 | 1 | 0.6 | -3 | -4 | 5 | -1
N=c1c(S(=O)(=O)c2ccccc2)cc2c(=O)n3ccccc3nc2n1CCCN1CCOCC1 | i | -8 | 4 | -4 | -11 | 3.7 | -7 | -3 | 5 | 0
CC(C)CN1CCC(=O)N([C@H](CN=[N+]=[N-])Cc2ccccc2)CC1 | i | -10 | -1 | 13 | -1 | 0.8 | 2 | 2 | 1 | 0
Cc1ccc(CN2CC(C(=O)NNC(=O)c3ccc(F)cc3)CC2=O)cc1 (stereo not drawn) | i | 3 | -1 | 4 | 0 | -1.7 | 1 | -1 | 5 | 2
O=C(Nc1ccc2c(c1)OCCO2)C(C1CC1)N1CCN(C/C=C/c2ccccc2)CC1 (stereo not drawn) | i | . | -3 | 15 | 1 | -2.0 | 0 | -5 | -10 | -5
O=C(/C=C/c1cn(-c2ccccc2)nc1-c1cccs1)NCCN1CCOCC1 | i | -11 | 2 | 17 | -28 | 2.1 | 0 | -7 | -11 | -5
O=C(NCCc1c[nH]c2ccccc12)C1CCC(=O)N(CCc2cccc(F)c2)C1 (stereo not drawn) | i | 0 | -2 | 12 | 4 | 0.0 | 0 | 2 | 6 | 1
COc1cccc(NC(=O)C(Cc2ccccc2)n2cccc2)c1 (stereo not drawn) | i | -14 | -3 | 7 | 1 | 1.0 | -3 | -9 | -8 | -5
CCOc1ccc(OCCOCCn2ccnc2)cc1 | i | -5 | 1 | 4 | -3 | -1.1 | -6 | 1 | 1 | -3
COc1ccc(Cl)cc1NC(=O)N1CCN(S(C)(=O)=O)CC1 | i | 3 | 1 | -2 | 0 | -0.4 | -10 | -4 | -15 | -2
CN(C)CC(=O)N[C@@H]1C=C[C@@H](CC(=O)NCCN2CCCCC2)O[C@@H]1CO | . | . | . | 13 | -8 | -4.6 | -4 | . | -14 | .

# Continuation:
# Labels used below – A = Rpn11 block; B = Scp-1 inhibitor; C = STEP block; D = NRP1-CendR mod; E = SUMO1 PPI mod; F = LMPTP inh; G = MT1-MMP act inh; H = NadD inh; I = SKN-1 block; J = DNMT1 block
COC(=O)C(CC(=O)CNC(=O)c1ccccc1)NC(=O)c1ccccc1 (stereo not drawn)
  A: i | B: -1 | C: -2 | D: 2 | E: 18 | F: 1.0 | G: -8 | H: 4 | I: 21 | J: 0
CC1(O)CC(c2ccc(Cl)cc2)=NN1C(=O)c1ccc(Cl)cc1 (stereo not drawn)
  A: i | B: 4 | C: 6 | D: 9 | E: -3 | F: -1.4 | G: 0 | H: -6 | I: -11 | J: -3
CCN(CC(=O)NCc1cccs1)C(=O)c1cccc(S(=O)(=O)Nc2ccc(C)cc2)c1
  A: i | B: -1 | C: -3 | D: 2 | E: 5 | F: -1.2 | G: 1 | H: -1 | I: 12 | J: -2
N=C1SC(c2ccccc2)C(=O)N1c1ncc(Cc2ccccc2Cl)s1 (stereo not drawn)
  A: i | B: -6 | C: 1 | D: -3 | E: 3 | F: 0.2 | G: 19 | H: 50* | I: 6 | J: 33
c1ccc2c(c1)nc1n2CC2CON(C3CCCCC3)C12 (stereo not drawn)
  A: i | B: 2 | C: -1 | D: -11 | E: 5 | F: 0.0 | G: 1 | H: 2 | I: 12 | J: 1
CCO[C@@H]1c2c(ccc3ccc(=O)oc23)OC(C)(C)[C@H]1O
  A: i | B: 0 | C: -1 | D: 0 | E: 0 | F: -1.7 | G: 8 | H: -3 | I: 12 | J: 8
Cc1ccc(NC(=O)c2ncn(CC(=O)N[C@H](CO)Cc3c[nH]c4ccccc34)n2)cc1C
  A: i | B: 1 | C: 2 | D: 7 | E: 0 | F: -2.3 | G: 4 | H: -4 | I: -10 | J: -2
CC(N)c1csc(Nc2nccc(C(F)(F)F)n2)n1 (stereo not drawn)
  A: i | B: . | C: -1 | D: -3 | E: -2 | F: -0.7 | G: 0 | H: 8 | I: 21 | J: -2
CC1(C)C2CCC1(C)C(NC(=O)CCN1CCCCC1)C2 (stereo not drawn)
  A: i | B: 0 | C: 1 | D: -6 | E: -2 | F: -1.3 | G: 2 | H: 4 | I: 3 | J: 3
CCN(CC)C(=O)c1ccccc1NS(C)(=O)=O
  A: i | B: -3 | C: 1 | D: 4 | E: 3 | F: 0.5 | G: 1 | H: -5 | I: -6 | J: 2
CCOC(=O)c1cnc2ccc(OCC)cc2c1N1CCN(c2ccccc2)CC1
  A: i | B: -3 | C: 3 | D: 8 | E: -8 | F: 7.6 | G: -12 | H: 0 | I: 25 | J: -9
Cc1cc(Br)cc(Cl)c1OC(=O)c1cnccn1
  A: i | B: 15 | C: -1 | D: 10 | E: 11 | F: -0.2 | G: 1 | H: 2 | I: 19 | J: 7
COc1ccc(/C=N/N=C2/C(=O)Nc3ccccc32)cc1O
  A: i | B: 11 | C: -1 | D: 21 | E: -25 | F: 7.7 | G: 2 | H: 1 | I: 8 | J: -4
O=C(CN1CCCC1)Nc1ccccc1Sc1ccc(Cl)cc1
  A: i | B: 2 | C: -4 | D: 3 | E: -3 | F: -0.3 | G: 9 | H: -10 | I: -23 | J: 20
C=CCn1c(CCCNC(=O)CCC)nc2ccccc21
  A: i | B: 26 | C: 0 | D: 2 | E: -1 | F: 1.2 | G: 2 | H: -1 | I: 6 | J: 5
O=C1c2oc3ccc(Cl)cc3c(=O)c2C(c2ccco2)N1CCN1CCOCC1 (stereo not drawn)
  A: i | B: -1 | C: -1 | D: 0 | E: -7 | F: -2.1 | G: -3 | H: 6 | I: -3 | J: -3

# Laid out differently: results already given
Rpn11 block	Scp-1 inhibitor	STEP block	NRP1-CendR mod	SUMO1 PPI mod	LMPTP inh	MT1-MMP act inh	NadD inh	SKN-1 block	DNMT1 block	compound
i	2	-1	-11	5	0.0	1	2	12	1	c1ccc2c(c1)nc1n2CC2CON(C3CCCCC3)C12 (stereo not drawn)
i	0	-1	0	0	-1.7	8	-3	12	8	CCO[C@@H]1c2c(ccc3ccc(=O)oc23)OC(C)(C)[C@H]1O
i	1	2	7	0	-2.3	4	-4	-10	-2	Cc1ccc(NC(=O)c2ncn(CC(=O)N[C@H](CO)Cc3c[nH]c4ccccc34)n2)cc1C

# Bioassay records: PubChem BioAssay, Sanford-Burnham Center for Chemical Genomics
